Screening results from PubChem.
ER stress death – ER stress cell death inhibition; CSM14.1 thapsigargin ER stress survival, ATP luminescence; relative survival (cellular ATP), % at 15 µg/mL (by protocol); 48,000 compounds, 0.33% hits; AID 1010;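 active = survival measured by cellular ATP above 50% at 15 µg/ml in the first screen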;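 note: cell death triggered by about 15 µM thapsigargin; ATP read 24 h after thapsigargin was added; plate controls were thapsigargin with DMSO for no effect and DMSO without thapsigargin for full effect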
Active calls of the source: *. Some of the compounds tested; the hit share may differ from the screen's.

smiles	ER stress death
Cc1ccccc1OCC(=O)O/N=C(\N)Cc1cccc2ccccc12	-3
CC(C(=O)O)N1C(=O)/C(=C/c2ccccc2)SC1=S (configuration not stated)	8
CN(C)c1ccc(NC(=O)COc2ccccc2)cc1	6
O=C1NN=C2C3CCC4CC12CC1(C3)C(=O)NN=C41	8
Cc1ccc(N2C(=O)C(=Cc3ccc(O)cc3)C(=O)N(c3ccc(C)cc3)C2=S)cc1	10
CCOc1ccccc1/C=C(/NC(=O)c1ccccc1)C(=O)N1CCCCC1	0
CCc1nnc(NC(=O)c2ccc([N+](=O)[O-])cc2)s1	-6
COc1cc(C=O)c(Br)cc1OCc1ccc(F)cc1	7
CCOC(=O)c1conc1-c1ccc(SC)cc1	13
O=C(CN1C(=O)c2ccc([N+](=O)[O-])cc2C1=O)Nc1ccc(O)cc1C(=O)O	-2
CC(=O)CC(=O)Nc1ccc2[nH]c(=O)[nH]c2c1	5
O=C1N/C(=N\N=C\c2ccco2)SC1Cc1cc(Cl)ccc1Cl (configuration not stated)	8
Cc1ccccc1C(=O)NC(NC(=O)c1ccccc1C)c1ccc(Br)cc1	7
Cc1cccc(NC(=O)c2ccccc2NC(=O)c2ccccc2)c1	1
CCOC(=O)C1=C(O)/C(=C\c2ccccc2)SC1=Nc1cccc(Cl)c1	-2
CC1=C(C(=O)Nc2ccccc2C)C(c2ccccc2Cl)C(C#N)=C(SCC(N)=O)N1 (configuration not stated)	1
O=C1C(=O)N(c2cccnc2)C(c2ccc(F)cc2)/C1=C(\O)c1ccc(Cl)cc1 (configuration not stated)	12
O=C(C#Cc1ccc([N+](=O)[O-])cc1)c1ccccc1	7
COc1ccc(-n2c(C)cc(C)nc2=O)cc1	-7
CCC1CCc2c(sc(NC(=O)c3ccc([N+](=O)[O-])cc3Cl)c2C(=O)OC)C1 (configuration not stated)	3
COc1ccccc1CNC(=O)c1cc(Cl)ccc1Cl	3
c1ccc(-n2ncc3c(NCc4ccco4)ncnc32)cc1	7
O=[N+]([O-])c1ccccc1S(=O)(=O)N1CCN(c2ccccn2)CC1	1
Cc1cc(/C=N/N2C(=O)c3ccccc3C2=O)c(C)n1-c1ccccc1	0
COc1ccc(Cl)cc1N(CC(=O)N1CCC(C)CC1)S(=O)(=O)c1ccc(C)c([N+](=O)[O-])c1	2

(more compounds)
smiles	ER stress death
O=C(Nc1ncccc1Cl)c1ccc2c(c1)OCO2	-2
CCCOc1cccc(C(=O)Nc2sc(CC)cc2C(=O)OCC)c1	-1
COc1ccccc1-c1cc(-c2ccc(Br)cc2)nc(=O)[nH]1	34
COc1cc(OC)c(/C=C2\SC(=Nc3ccc(C)c(Cl)c3)NC2=O)cc1Br	5
CN1C(=O)c2cccc3c(N(C)C)ccc(c23)C1=O	12
COc1ccc(N(CC(=O)Nc2ccccc2Cl)S(C)(=O)=O)cc1Cl	4
CC(=O)N1c2ccccc2NC2=C(C(=O)CC(C)(C)C2)C1CC1CC=C(C)C1(C)C (configuration not stated)	5
O=C(CCNc1ccc2c(c1)oc1ccccc12)c1ccc(Br)cc1	16
Cc1ccccc1NC(=O)c1c(-c2c(F)cccc2Cl)noc1C	5
CC(Oc1ccccc1)C(=O)Nc1ccc(Cl)c(C(N)=O)c1 (configuration not stated)	4
CC(=O)N1c2ccccc2C(N(C(=O)COc2ccc(Cl)cc2Cl)c2ccccc2)CC1C (configuration not stated)	-4
Cc1ccc(C)c(-c2csc(NC(=O)c3cccs3)n2)c1	-1
C=CCSc1nnc(-c2ccccc2)o1	2
CC1=Cc2cc([N+](=O)[O-])ccc2OC12C=Cc1c(ccc3ccccc13)O2 (configuration not stated)	-4
O=[N+]([O-])c1cccc(Cl)c1N1CCN(CCO)CC1	1
Cc1ccc(-n2c(C)cc(/C=N/NC(=O)c3cccnc3)c2C)cc1C	-3
O=C(Nc1cc(Cl)cc(Cl)c1)C(c1ccccc1)c1ccccc1	1
COc1ccc(NC(=O)COc2ccc(Br)cc2C(C)(C)C)c(OC)c1	1
CCOc1ccc(/C=C2/NC(=S)NC2=O)cc1Cl	4
O=C(O)c1ccc(C(=O)O)c(C(=O)NCCc2ccccc2)c1	10
CCOC(=O)CCCSc1nnc(CCCN2C(=O)c3cccc4cccc(c34)C2=O)n1-c1ccccc1	20
N#Cc1c(N)c(C#N)c(-c2ccco2)c2c1CCCC2	-6
COc1cc(C=NN2CCN(c3ccccn3)CC2)cc(OC)c1OC(C)=O	11
CC(C)c1ccc(-c2nc3sc4c(c3c(=O)[nH]2)CCCC4)cc1	13
Cc1ccc(-c2ccccc2)n1-c1ccc(O)c(C(=O)O)c1	2

Next part
smiles	ER stress death
COCCNCCOc1c(Cl)cccc1Cl	-2
COc1ccc(CN=Cc2ccc(OC3CSC3)cc2)cc1	3
NC(=O)c1c(NS(=O)(=O)c2ccc(Br)cc2)sc2c1CCCCCC2	-4
Cc1ccc(P(=O)(CSC(=N)N)c2ccc(C)cc2)cc1	58*
COc1cc(Br)c(C2CC(=O)Nc3ccc4ccccc4c32)cc1OC (configuration not stated)	-3
CCc1c(C)sc(NC(=O)CCc2ccccc2)c1C(N)=O	4
O=C(Cc1ccccc1)Nc1nnc(CCc2ccccc2)s1	10
O=[N+]([O-])c1ccc(-c2nnc(-c3ccccc3I)o2)cc1	7
O=C1/C(=C/c2ccc(Br)cc2)SC(=S)N1c1cccc(Br)c1	6
O=C1CSC(=Nc2ccc(F)cc2)N1	9
CCOc1ccc(C(=O)Nc2ccc(-c3nc4ccccc4s3)cc2)cc1[N+](=O)[O-]	4
O=C(Nc1ccc(F)c([N+](=O)[O-])c1)c1cnccn1	7
COc1ccc(OC)c(C2/C(=C(\O)c3ccc(C)cc3)C(=O)C(=O)N2CCCC(=O)O)c1 (configuration not stated)	-4
CCOc1ccc2nc(N3C(=O)C4C5c6ccccc6C(c6ccccc65)C4C3=O)sc2c1 (configuration not stated)	4
Cc1[nH]c2ccccc2c1/C=C(/C#N)C(=O)Nc1cccc(Br)c1	1
O=C1NC(c2ccc(Br)cc2)=N/C1=C/c1ccccc1	-1
CCOC(=O)CNS(=O)(=O)c1cc(Cl)ccc1Cl	2
COc1ccc(N(CC(=O)N(Cc2ccccc2)Cc2ccccc2)S(=O)(=O)c2ccccc2)cc1	7
COc1ccc(CC(=O)Nc2ccc(Cl)cc2)cc1OC	4
CC(C)(O)C#Cc1ccc(C(=O)OCC(=O)c2ccc([N+](=O)[O-])cc2)cc1	4
CC(=O)Nc1ccc(NC(=S)Nc2ccccc2)cc1	5
O=S(=O)(Nc1nnc(-c2ccccc2)s1)c1ccc(Cl)cc1	-6
O=C(O)CCCC(=O)Nc1nc(-c2ccc([N+](=O)[O-])cc2)cs1	4
CC1=C(C(=O)OCCc2ccccc2)C(c2ccc(Cl)cc2)C2=C(CCCC2=O)N1 (configuration not stated)	11
O=[N+]([O-])c1ccc2nc(SCc3cccc4ccccc34)sc2c1	8

(more compounds)
smiles	ER stress death
Cc1ccc(OCC(=O)NNC(=O)c2cccs2)c(C)c1	0
COc1ccc(NS(=O)(=O)c2ccc(NC(=S)NC(=O)c3sc4cc(F)ccc4c3Cl)cc2)nn1	3
O=[N+]([O-])c1ccc(OCCCCCN2CCCCC2)cc1	-10
Cc1ccc(-n2c(C)cc(/C=N/NC(=O)c3ccc(CN4CCOCC4)cc3)c2C)cc1	20
Cn1cnnc1Sc1cc(N2CCN(CCO)CC2)ccc1[N+](=O)[O-]	-2
CC(=O)NC1=NC(=O)/C(=C\c2ccc(C(C)C)cc2)S1	9
O=C(COc1ccc(Br)cc1)Nc1cccc(Cl)c1	0
CCOc1cc(/C=C2\SC(N)=NC2=O)cc(Br)c1OS(=O)(=O)c1ccc([N+](=O)[O-])cc1	-3
COc1ccc(C(=O)/C=C\Nc2ccc(Cl)cn2)cc1	0
CCOc1cc(/C=C2\C(=O)NC(=O)N(c3cc(C)cc(C)c3)C2=O)ccc1O	5
COc1ccc(OC)c(C2NC(c3cc(OC)ccc3OC)C(C)C(C)(O)C2C)c1 (configuration not stated)	-2
CCOC(=O)C1=C(C)N=c2s/c(=C\c3ccccn3)c(=O)n2C1c1ccc(Cl)cc1 (configuration not stated)	9
COc1ccccc1CNC(=O)C(=O)Nc1ccc(C)c(C)c1	14
COc1ccc(C(=O)N2CCN(C3CCN(Cc4ccccc4)CC3)CC2)cc1OC	-6
O=C1CC(c2ccccc2)CC2=C1C(c1ccco1)Nc1ccccc1N2 (configuration not stated)	2
C=CCc1ccccc1OCCOc1c(Br)cc(/C=c2\sc3nc4ccccc4n3c2=O)cc1OC	6
Cc1ccc(S(=O)(=O)N(C)c2cccc3cccnc23)cc1	0
CCCOc1ccc(C(C)=O)cc1CC(C(N)=O)C(N)=O	10
O=C1C=C(Nc2ccccc2C(=O)O)CC(c2ccccc2)C1 (configuration not stated)	12
CC(C)Oc1ccccc1NC(=O)c1ccccc1SCc1ccc(F)cc1	0
Cc1cc(Nc2ccc(N)c(C)c2)ccc1N	-2
COc1ccc(OC)c(C2NC(=S)NC(C)=C2C(=O)Nc2cc(Cl)ccc2C)c1 (configuration not stated)	-1
O=c1cnnc(N/N=C/c2ccc([N+](=O)[O-])cc2)[nH]1	6
CC(C)OC(=O)COc1ccc2c3c(c(=O)oc2c1)CCC3	13
COc1ccc(CC(=O)Nc2cc(C(=O)O)cc(C(=O)O)c2)cc1OC	1

Next part.
smiles	ER stress death
COc1cc2c(cc1NC(=O)Cc1ccc(Cl)cc1)oc1ccccc12	4
O=C(Nc1ccc(N2CCCCC2)cc1)c1ccc(-c2ccccc2[N+](=O)[O-])o1	-3
COc1cc(/C=C2\C(=O)NC(=O)N(c3ccc(Cl)cc3)C2=O)ccc1OCc1ccc(C(=O)O)cc1	4
C=CCN1C(=O)/C(=C/c2ccc(Br)cc2)S/C1=N\c1nnc(CC)s1	0
CC(=O)c1cccc(NC(=O)c2ccc([N+](=O)[O-])c(C)c2)c1	4
O=C(C(c1ccccc1)c1ccccc1)N1CCN(Cc2ccc(F)cc2)CC1	63*
O=C(NCCO)/C(=C\c1cccs1)NC(=O)c1ccccc1	11
COc1cc(/C(C)=N/N2CCN(Cc3cccc4ccccc34)CC2)ccc1O	-3
CCCCOc1ccc(C(=O)OCCN2CCCCC2)c(O)c1	-5
O=C(Nc1ccc(Cl)c(C(F)(F)F)c1)c1ccccc1I	10
Cc1cccc(NC(=O)c2ccc(-c3ccc(C)c(Cl)c3)o2)c1	9
Cc1ccc2c(c1)NC(C)(C)c1sn(Cc3ccc(Cl)cc3)c(=S)c1-2	7
Cc1ccc(S(=O)(=O)/N=C/c2ccco2)cc1	10
O=C(O)CCCCCN1C(=O)C(=O)/C(=C(/O)c2ccc(F)cc2)C1c1cccc(F)c1 (configuration not stated)	-3
O=C1c2ccccc2-c2onc3ccc(Oc4ccc(Cl)cc4)c1c23	-10
O=C(Nc1ccc(Cl)cc1)C(=O)NC1CCCC1	14
O=[N+]([O-])c1ccc(S(=O)(=O)Nc2ccc3c(c2)OCCO3)cc1	0
CCOc1ccc2cc(C=O)c(=O)[nH]c2c1	2
CC(=O)N1c2ccccc2-c2c(sn(-c3ccc(C)cc3)c2=S)C1(C)C	-3
Fc1cccc(CN2CCN(Cc3ccncc3)CC2)c1	-3
O=C(Nc1cccc(Br)c1)c1ccccc1[N+](=O)[O-]	5
Cc1ccc(C(=O)O)cc1N1C(=O)c2ccc(Oc3ccc([N+](=O)[O-])cc3)cc2C1=O	7
COc1ccc(N2C(=O)/C(=C/c3ccc(Br)o3)SC2=S)cc1	2
O=C(NCc1ccccc1)C1CC(=O)N(c2ccc(Br)cc2)C1 (configuration not stated)	3
Clc1ccc2nc(N/N=C/c3ccc4ncccc4c3)nc(-c3ccccc3)c2c1	2

(next part)
smiles	ER stress death
Cc1ccc(Sc2c(C)nn(C(=O)c3ccco3)c2C)cc1	10
COc1ccc(-n2nc3cc(C)c(NC(=O)C(c4ccccc4)c4ccccc4)cc3n2)cc1	4
Cc1ccc(S(=O)(=O)NC(=O)C(C)O)cc1 (configuration not stated)	7
COc1ccc(N(CC(=O)NC(C)C)S(C)(=O)=O)c(OC)c1	4
Cc1ccccc1N(CC(=O)NCc1ccncc1)S(=O)(=O)c1ccccc1	8
O=C(O)c1cc(O)ccc1NC(=O)C(c1ccccc1)c1ccccc1	7
O=C(CCC1CCCC1)Nc1c(F)c(F)c(F)c(F)c1F	12
Cc1ccc2c(c1)c1c3n2CCN(CCC#N)C3CCC1 (configuration not stated)	4
O=C(Nc1ccc(-c2ccc(NC(=O)c3cccnc3)c(Cl)c2)cc1Cl)c1cccnc1	10
O=C(Nc1ccccc1Br)c1ccccc1[N+](=O)[O-]	6

Another view of 2 compounds above:
Cc1ccc2c(c1)c1c3n2CCN(CCC#N)C3CCC1 (configuration not stated)
  ER stress death = 4

O=C(Nc1ccc(-c2ccc(NC(=O)c3cccnc3)c(Cl)c2)cc1Cl)c1cccnc1
  ER stress death = 10

Filtered by structure, the compounds so far containing a thiophene ring, fused or not
smiles	ER stress death
CCC1CCc2c(sc(NC(=O)c3ccc([N+](=O)[O-])cc3Cl)c2C(=O)OC)C1 (configuration not stated)	3
CCCOc1cccc(C(=O)Nc2sc(CC)cc2C(=O)OCC)c1	-1
Cc1ccc(C)c(-c2csc(NC(=O)c3cccs3)n2)c1	-1
CC(C)c1ccc(-c2nc3sc4c(c3c(=O)[nH]2)CCCC4)cc1	13
NC(=O)c1c(NS(=O)(=O)c2ccc(Br)cc2)sc2c1CCCCCC2	-4
CCc1c(C)sc(NC(=O)CCc2ccccc2)c1C(N)=O	4
Cc1ccc(OCC(=O)NNC(=O)c2cccs2)c(C)c1	0
COc1ccc(NS(=O)(=O)c2ccc(NC(=S)NC(=O)c3sc4cc(F)ccc4c3Cl)cc2)nn1	3
O=C(NCCO)/C(=C\c1cccs1)NC(=O)c1ccccc1	11
